Screening results (PubChem)
KCNH2 3.1 inh: blocks the human KCNH2 3.1 channel isoform; actives 0.95% (n = 340,000); activity change, % (tested at about 1.8 µM); U2OS KCNH2 3.1, thallium flux FluxOr; hits give low values;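 active means maximum activity change below -70%; inconclusive means maximum activity change from -70% to -50%; inactive means maximum activity change above -50%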;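 further: thallium influx rate constant from kinetic fluorescence after stimulation buffer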
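Normalized rate constant (relative to positive and negative DMSO controls) derived from a 2 min kinetic fluorescence read after stimulation; U2OS cells expressing the 3.1 isoform via virus at 1.77 x 10^8 /mL.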
KCNH2 WT inh: inhibitors of human wildtype KCNH2 potassium channel; activity change, % at 1.84 µM; AID 720551; actives 0.37% (n = 340,000); Q12809; U2OS, BacMam KCNH2, thallium flux FluxOr; hits give low values;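 active means maximum activity change below -70%; inconclusive means maximum activity change between -70% and -50%; inactive means maximum activity change above -50%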
Target sequence (Q12809 whole entry, looked up): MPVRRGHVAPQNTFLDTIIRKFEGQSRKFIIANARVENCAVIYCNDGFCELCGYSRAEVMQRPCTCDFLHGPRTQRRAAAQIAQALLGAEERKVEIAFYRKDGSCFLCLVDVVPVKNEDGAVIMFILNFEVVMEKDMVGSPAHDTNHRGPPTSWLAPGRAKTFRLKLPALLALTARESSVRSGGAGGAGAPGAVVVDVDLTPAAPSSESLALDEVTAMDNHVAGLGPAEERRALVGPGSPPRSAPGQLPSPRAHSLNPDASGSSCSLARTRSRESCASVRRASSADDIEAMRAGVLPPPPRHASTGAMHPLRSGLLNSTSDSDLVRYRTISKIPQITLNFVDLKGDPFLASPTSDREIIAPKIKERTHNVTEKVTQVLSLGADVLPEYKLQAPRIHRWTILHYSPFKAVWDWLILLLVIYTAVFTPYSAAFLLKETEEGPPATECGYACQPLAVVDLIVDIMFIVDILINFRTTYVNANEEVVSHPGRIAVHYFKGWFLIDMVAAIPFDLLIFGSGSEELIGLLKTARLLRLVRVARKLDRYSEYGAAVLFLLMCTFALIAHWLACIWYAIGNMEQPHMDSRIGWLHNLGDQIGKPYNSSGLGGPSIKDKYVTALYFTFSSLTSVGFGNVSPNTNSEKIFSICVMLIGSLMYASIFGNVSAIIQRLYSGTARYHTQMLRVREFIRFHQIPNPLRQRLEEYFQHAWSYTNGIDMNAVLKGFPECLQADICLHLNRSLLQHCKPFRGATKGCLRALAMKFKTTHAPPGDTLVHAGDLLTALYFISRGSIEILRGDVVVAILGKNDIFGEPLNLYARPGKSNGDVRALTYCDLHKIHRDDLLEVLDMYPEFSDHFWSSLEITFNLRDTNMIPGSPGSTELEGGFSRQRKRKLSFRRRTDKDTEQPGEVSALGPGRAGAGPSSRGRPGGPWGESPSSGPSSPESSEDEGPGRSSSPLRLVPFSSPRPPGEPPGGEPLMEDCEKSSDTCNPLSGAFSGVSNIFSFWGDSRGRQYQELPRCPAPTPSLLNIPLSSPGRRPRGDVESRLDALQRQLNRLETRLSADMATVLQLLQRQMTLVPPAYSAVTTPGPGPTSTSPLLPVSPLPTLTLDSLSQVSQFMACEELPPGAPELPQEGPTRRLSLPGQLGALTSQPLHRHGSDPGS
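U2OS cells transduced with wild-type KCNH2 virus are loaded with FluxOr dye for 45 min, and thallium flux is measured in kinetic reads before and after stimulation buffer. Rate constants are normalized to DMSO controls.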
Numbers without * were called inactive; u = inconclusive. On the % scale 0 is the no-effect control and ±100 the full control effect. These rows are one share of the data, so the mix of outcomes need not match the whole.

nr	SMILES	KCNH2 3.1 inh	KCNH2 WT inh
1	C[C@H]1CN([C@@H](C)CO)C(=O)CCCn2nncc2CO[C@@H]1CN(C)Cc1ccncc1	13.6	-23.8
2	CCCCNc1nc2c(c(=O)[nH]c(=O)n2C)n1CCCc1ccccc1	1.4	12.7
3	COC(=O)c1cc([N+](=O)[O-])c(C)c(C)n1	0.6	-1.5
4	CC(C)(C)N(Cc1ccccc1)C(=O)COC(=O)Cn1[nH]c(=O)c2ccccc2c1=O	-2.2	-8.7
5	Cc1cccc(CN(C)C[C@@H]2OCc3cnnn3CCCC(=O)N([C@H](C)CO)C[C@H]2C)c1	-4.6	-10.1
6	COc1cccc(/C=C/C(=O)OCC(=O)Nc2ccc3c(c2)OCCO3)c1	7.6	-8.0
7	CN(N=Nc1ccccc1C(=O)O)C1CCCCC1	-12.5	19.3
8	COc1ccc(Cl)cc1C(=O)OCC(=O)c1c(N)n(C)c(=O)n(C)c1=O	3.7	0.0
9	COc1ccc([C@H]2N[C@]3(CCCN(Cc4ccco4)C3=O)[C@H]3C(=O)N(Cc4ccccc4)C(=O)[C@@H]23)cc1	-3.8	-5.2
10	COc1ccc(/C=C(/NC(=O)c2ccc(Br)o2)C(=O)Nc2cccc(C(=O)O)c2)cc1	16.6	18.5
11	CN(c1ccccc1)S(=O)(=O)c1ccc(C(=O)N2CCN(c3ccccc3)CC2)cc1	10.2	3.9
12	COc1ccc(N2CCN(CCCn3cnc4c(OC)ncnc43)CC2)cc1	1.1	0.9
13	COc1ccc(C2=CCCCCC2)cc1OC	15.1	-1.1
14	O=C(C1CCCCC1)N1C[C@H](n2cc(C3CC3)nn2)[C@@H](O)C[C@@H]1c1ccccc1	-1.1	4.3
15	CCc1cccc(CC)c1N1C(=O)CC(Sc2ccccc2N)C1=O (centres undefined)	-2.2	-0.8
16	OCc1nc2ccccc2n1CCCc1ccccc1	-5.9	-17.2
17	COc1ccc(/C=C(/NC(=O)c2ccc(Br)cc2)C(=O)Nc2cccc(C(=O)O)c2)cc1	-6.1	-13.1
18	CC(C)OCCCNC(=S)N1CCC(C(=O)c2ccc(F)cc2)CC1	3.5	-1.1
19	O=C(NCc1ccc2c(c1)OCO2)C(=O)NCC1OCCCN1S(=O)(=O)c1ccccc1 (centres undefined)	0.5	7.6
20	C#CCN(C[C@H]1[C@H](OC(=O)NCc2ccco2)[C@H](OC(=O)NCc2ccco2)C[C@@H](C(=O)OC)[C@H]1C(=O)OC)S(=O)(=O)c1ccc(C)cc1	-3.6	8.4
21	C[C@H]1CN([C@@H](C)CO)C(=O)CCCn2nncc2CO[C@@H]1CN(C)C(=O)c1ccncc1	14.1	-4.2
22	C[C@H]1CN([C@@H](C)CO)C(=O)CCCn2nncc2CO[C@H]1CN(C)C(=O)c1ccccc1	-11.6	2.2
23	Cc1ccc(S(=O)(=O)N(CC(=O)NC2CC3CCC2C3)c2ccccc2)cc1 (centres undefined)	-10.8	4.3
24	CC1CCCCN1C(=S)Nc1ccc(S(=O)(=O)N2CCCCC2)cc1 (centres undefined)	3.6	-1.1
25	O=C(COC(=O)c1cccc(Cl)c1Cl)NC1CCCCCC1	0.0	-16.5
26	CC(C)CCn1nc(C(=O)OCC(=O)NC(C)c2ccccc2)c2ccccc2c1=O (centres undefined)	6.6	-2.1
27	CCOC(=O)c1cc(-c2sc(NC(=O)c3ccccc3)nc2C)n(Cc2ccccc2)n1	-4.0	-12.1
28	CCOc1ccc(C(=O)CCC(=O)NCC(=O)Nc2ccc(F)c(F)c2F)cc1	6.5	12.1
29	COc1ccc(S(=O)(=O)N(C)C[C@@H]2OCCCC[C@@H](C)Oc3ccc(NC(=O)NC(C)C)cc3C(=O)N([C@H](C)CO)C[C@@H]2C)cc1	-10.0	9.8
30	CC(=O)c1c(C)[nH]c(C(=O)Nc2ccc(N3CCCCCC3)cc2)c1C	7.6	12.6
31	O=C(NCc1ccccc1CN1CCCC1)c1ccc(S(=O)(=O)Nc2ccccc2F)cc1	-2.3	16.0
32	CC(C)C1C(=O)N(Cc2cn(CCC3OCCCO3)nn2)CCS(=O)(=O)N1Cc1ccc(-c2ccc(Cl)nc2)cc1 (centres undefined)	-18.3	13.9
33	CC(C)CC1NC(=O)c2cc3ccccc3cc2-n2c1nc1cc(Cl)ccc1c2=O (centres undefined)	-35.7	10.7
34	O=[N+]([O-])c1cc2c(c([N+](=O)[O-])c1)Nc1ccccc1O2	6.4	-3.8
35	Cc1ccccc1OCCOC(=O)c1cc(S(=O)(=O)N2CCOCC2)ccc1C	0.3	3.1
36	Cc1ccc(S(=O)(=O)NN=C(c2ccccc2)c2cccs2)cc1	7.8	-10.6
37	O=C(CC1(O)C(=O)Nc2ccc(Br)cc21)c1ccccc1 (centres undefined)	15.3	-5.9
38	COc1ccccc1-c1cc2nc(-c3ccccc3)cc(N3CCN(C(=O)c4ccco4)CC3)n2n1	-6.9	5.9
39	C#CCOCC1CNC(=S)O1 (centres undefined)	-4.4	5.7
40	COC(=O)C1Cc2c([nH]c3ccccc23)C2CCC(=O)N12 (centres undefined)	8.6	-1.6

17 structures from above, ordered by count of non-hydrogen atoms, falling.
nr	SMILES	KCNH2 3.1 inh	KCNH2 WT inh
20	C#CCN(C[C@H]1[C@H](OC(=O)NCc2ccco2)[C@H](OC(=O)NCc2ccco2)C[C@@H](C(=O)OC)[C@H]1C(=O)OC)S(=O)(=O)c1ccc(C)cc1	-3.6	8.4
29	COc1ccc(S(=O)(=O)N(C)C[C@@H]2OCCCC[C@@H](C)Oc3ccc(NC(=O)NC(C)C)cc3C(=O)N([C@H](C)CO)C[C@@H]2C)cc1	-10.0	9.8
32	CC(C)C1C(=O)N(Cc2cn(CCC3OCCCO3)nn2)CCS(=O)(=O)N1Cc1ccc(-c2ccc(Cl)nc2)cc1 (centres undefined)	-18.3	13.9
38	COc1ccccc1-c1cc2nc(-c3ccccc3)cc(N3CCN(C(=O)c4ccco4)CC3)n2n1	-6.9	5.9
31	O=C(NCc1ccccc1CN1CCCC1)c1ccc(S(=O)(=O)Nc2ccccc2F)cc1	-2.3	16.0
22	C[C@H]1CN([C@@H](C)CO)C(=O)CCCn2nncc2CO[C@H]1CN(C)C(=O)c1ccccc1	-11.6	2.2
26	CC(C)CCn1nc(C(=O)OCC(=O)NC(C)c2ccccc2)c2ccccc2c1=O (centres undefined)	6.6	-2.1
33	CC(C)CC1NC(=O)c2cc3ccccc3cc2-n2c1nc1cc(Cl)ccc1c2=O (centres undefined)	-35.7	10.7
28	CCOc1ccc(C(=O)CCC(=O)NCC(=O)Nc2ccc(F)c(F)c2F)cc1	6.5	12.1
23	Cc1ccc(S(=O)(=O)N(CC(=O)NC2CC3CCC2C3)c2ccccc2)cc1 (centres undefined)	-10.8	4.3
30	CC(=O)c1c(C)[nH]c(C(=O)Nc2ccc(N3CCCCCC3)cc2)c1C	7.6	12.6
24	CC1CCCCN1C(=S)Nc1ccc(S(=O)(=O)N2CCCCC2)cc1 (centres undefined)	3.6	-1.1
36	Cc1ccc(S(=O)(=O)NN=C(c2ccccc2)c2cccs2)cc1	7.8	-10.6
25	O=C(COC(=O)c1cccc(Cl)c1Cl)NC1CCCCCC1	0.0	-16.5
40	COC(=O)C1Cc2c([nH]c3ccccc23)C2CCC(=O)N12 (centres undefined)	8.6	-1.6
34	O=[N+]([O-])c1cc2c(c([N+](=O)[O-])c1)Nc1ccccc1O2	6.4	-3.8
39	C#CCOCC1CNC(=S)O1 (centres undefined)	-4.4	5.7

Compound profiles (already shown). Order of values: KCNH2 3.1 inh | KCNH2 WT inh
O=C(NCc1ccccc1CN1CCCC1)c1ccc(S(=O)(=O)Nc2ccccc2F)cc1 reads -2.3 | 16.0
CC(C)CC1NC(=O)c2cc3ccccc3cc2-n2c1nc1cc(Cl)ccc1c2=O (centres undefined) reads -35.7 | 10.7

The list continues.
nr	SMILES	KCNH2 3.1 inh	KCNH2 WT inh
41	Cc1ccc(C(=O)OCC(=O)NCc2ccc(Cl)cc2)s1	-4.0	-10.3
42	Cc1ccc2c(CC(=O)Nc3ccc4nc(N5CCOCC5)sc4c3)coc2c1	3.9	-5.6
43	COc1ccc(NC(=O)N(C)C[C@H]2OCc3cnnn3CCCC(=O)N([C@@H](C)CO)C[C@H]2C)c(OC)c1	-15.3	4.2
44	O=C(CCCc1ccccc1)NCCS(=O)(=O)N1CCN(c2ccccc2)CC1	6.6	-0.4
45	COC(=O)C1CCN(S(=O)(=O)c2c[nH]c(=O)[nH]c2=O)CC1	3.1	-14.6
46	CNC(=O)c1ccc(CN(C)C(=O)c2cc(C3CC3)nc3c2cnn3C(C)C)cc1	6.5	7.1
47	CC1=C(C(=O)N2CCOCC2)CC(CC(=O)NCCCCc2ccccc2)C(=O)N1CCCN1CCCC1=O (centres undefined)	3.9	10.3
48	Cc1cc(C)c2c(=O)n3c(nc2c1)C(CC(C)C)NC(=O)c1cccnc1-3 (centres undefined)	-0.5	4.0
49	C[C@H](CO)N1C[C@H](C)[C@@H](CN(C)Cc2ccc3cccnc3c2)OCc2cnnn2CCCC1=O	3.4	-18.6
50	CCOc1ccc(S(=O)(=O)NCCC(=O)N2CCN(C(C)=O)CC2)cc1	7.7	-20.5

(list continues)
no.	SMILES	KCNH2 3.1 inh	KCNH2 WT inh
51	COc1cc2c(NCCCCCO)ncnc2c(OC)c1OC	4.2	2.1
52	CCN(c1ccccc1)S(=O)(=O)c1ccc(Cl)c(NC(=O)CSc2nc(N)cc(=O)[nH]2)c1	-2.3	-7.3
53	COc1cccc(OC)c1C(=O)OCC(=O)NCCNC(=O)COC(=O)c1c(OC)cccc1OC	11.0	0.2
54	Cc1ccc(S(=O)(=O)NN=C2CC(C)(C)OC2(C)C)cc1	10.5	-14.3
55	O=C(Nc1ccccc1N1CCOCC1)c1cccc2ccccc12	0.1	0.1
56	COc1ccc(Br)cc1C1=CC(=O)C[C@H](c2ccc(F)cc2)C1	20.1	-2.4
57	Cc1ccc(C(=O)N/N=C/c2cccnc2)cc1Cl	18.5	1.6
58	O=C(CN1CCN(C(=O)c2ccc(-c3nc4ccccc4s3)o2)CC1)Nc1cccc(F)c1	4.2	-4.1
59	CCN(CC)C(=O)C1=C(C)N(Cc2ccc(F)cc2)C(=O)C(CC(=O)NCc2cccc3ccccc23)C1 (centres undefined)	10.8	6.5
60	COc1ccccc1N1CCN(C(=O)[C@@H]2CCCN2C2=NS(=O)(=O)c3ccccc32)CC1	10.5	-1.6
61	Cc1ccn(CC(=O)N2CCCC(N3CCN(c4cccc(C(F)(F)F)c4)CC3)C2)n1 (centres undefined)	14.3	-13.1
62	C#CCN(C[C@@H]1[C@@H](OC(=O)NCC2CCCCC2)[C@@H](OC(=O)NCC2CCCCC2)Cn2c(=O)ccc(=O)n21)S(=O)(=O)c1ccc(C)cc1	-0.8	2.1
63	Cc1ncc(CO)n1Cc1ccc(Cl)cc1	-14.7	21.0
64	CCN1C(=O)CSC1=Nc1ccc(C(=O)OC)cc1	-5.4	13.7
65	COc1cccc(CN2CC(C(=O)NCCc3cn4cccnc4n3)CCC2=O)c1 (centres undefined)	-6.0	-26.7
66	COc1ccc(C(=O)NCCCC2CCCC2)cc1OC1CCN(C(C)C)CC1	-93.8*	45.2

Compounds above with a thiophene ring, fused or not:
no.	SMILES	KCNH2 3.1 inh	KCNH2 WT inh
36	Cc1ccc(S(=O)(=O)NN=C(c2ccccc2)c2cccs2)cc1	7.8	-10.6
41	Cc1ccc(C(=O)OCC(=O)NCc2ccc(Cl)cc2)s1	-4.0	-10.3

Next compounds follow:
no.	SMILES	KCNH2 3.1 inh	KCNH2 WT inh
67	Cc1ccc(C(=O)OCC(=O)Nc2cccc(Br)c2)s1	-10.2	2.5
68	O=C(O)c1cscc1Cc1cccs1	5.0	0.7
69	O=C1CCCC(=O)N1CCCCCCN1C(=O)CCCC1=O	11.4	-1.8
70	C[C@H](NC(=O)c1ncn2c1C(=O)N(C)CC2)C(=O)OC(C)(C)C	7.9	7.0
71	COc1cc(NC(C)CCCN)c2nc(C)ccc2c1Oc1ccc(F)cc1 (centres undefined)	6.7	16.9
72	CCc1cc(-c2nnn(CCC3COCCO3)c2CC)ccc1-c1cn(Cc2ccccc2)nn1 (centres undefined)	-12.5	-14.9
73	COc1ccc([C@H]2C[C@@H](O)[C@H](n3cc(COC(=O)c4ccccc4)nn3)CN2Cc2cccs2)cc1	-2.8	-6.5
74	C[C@H](CO)N1C[C@H](C)[C@@H](CN(C)S(=O)(=O)c2ccc3ccccc3c2)OCc2cn(nn2)CCCC1=O	u	-21.9
75	C[C@H](CO)N1C[C@H](C)[C@H](CN(C)S(=O)(=O)c2ccc3c(c2)OCCCO3)OCc2cnnn2CCCC1=O	-3.3	-6.0
76	COc1cc(OC)c(NC(=O)CC2SC(N)=NC2=O)cc1Cl (centres undefined)	28.1	-3.6
77	CCOC(=O)C(C(=O)OCC)C(=O)c1cccc2ccc3ccccc3c12	-22.4	5.6
78	CC(=O)c1cc2c(cc1NC(=O)CSc1nnc(C3CC3)n1C)OCO2	6.4	-3.9
79	O=C(COc1ccc(Cl)cc1Cl)NCCN1CCCCC1	-14.4	35.5
